NPR1 activator – GC-A (human) enzyme activation; P16066; HEK293 GC-A cells, cGMP TR-FRET, EC30 ANP; 0% at EC30 ANP, 100% saturating ANP; activation, % at 10 µM; hit rate 0.14% among 370,000; in the data active means activation above about 40%
ARFGAP1 inh – inhibitors of rat ARFGAP1; Q62848; Arfgap1-stimulated ARF1 GTP hydrolysis, GDP FP detection; inhibition, % at 16.5 µM; hit rate 0.26% among 360,000;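 active means inhibition above a per-plate limit, mean inhibition of low control wells plus 3 SD, cut at about 25% in these data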;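 further: 0% = DMSO wells with enzyme and 100% = wells lacking Arfgap1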
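material = rat Arfgap1 catalytic domain, aa 1-136 | also added = human ARF1(Δ1-17)-GTP substrate | compound dosing = one concentration, 16.5 µM, DMSO 1.26% | times = GTP hydrolysis reaction 2 h at 25 °C | measured by = FP, GDP Alexa 633 tracer displaced from anti-GDP antibody, 620/688 nm | evaluation = percent inhibition of Arfgap1-stimulated GTP hydrolysis | replication = single well per compound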
NPR2 activator – GC-B (human) receptor activation; P20594; HEK293-GC-B cells, CNP EC30, cGMP TR-FRET; 0% at EC30 CNP, 100% saturating CNP; activation, % at 10 µM; hit rate 0.11% among 370,000;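 active means activation at 10 µM reaching about 35% in either raw or pattern-adjusted values, limit read from the data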
HGIII-sPLA2 inh – Blocks human group III sPLA2 activity. QFRET BODIPY PC-A2 liposome hydrolysis, fluorescence. Q9NZ20. hit rate 0.56% among 370,000. inhibition, % at 12.2 µM;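 active means inhibition above mean plus 3 SD of compounds lying within the high and low control bounds, cut at about 19% in these data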;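 further: 0% = median of test compound wells and 100% = no enzyme DMSO wells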
Target sequence (Q9NZ20 whole entry, looked up): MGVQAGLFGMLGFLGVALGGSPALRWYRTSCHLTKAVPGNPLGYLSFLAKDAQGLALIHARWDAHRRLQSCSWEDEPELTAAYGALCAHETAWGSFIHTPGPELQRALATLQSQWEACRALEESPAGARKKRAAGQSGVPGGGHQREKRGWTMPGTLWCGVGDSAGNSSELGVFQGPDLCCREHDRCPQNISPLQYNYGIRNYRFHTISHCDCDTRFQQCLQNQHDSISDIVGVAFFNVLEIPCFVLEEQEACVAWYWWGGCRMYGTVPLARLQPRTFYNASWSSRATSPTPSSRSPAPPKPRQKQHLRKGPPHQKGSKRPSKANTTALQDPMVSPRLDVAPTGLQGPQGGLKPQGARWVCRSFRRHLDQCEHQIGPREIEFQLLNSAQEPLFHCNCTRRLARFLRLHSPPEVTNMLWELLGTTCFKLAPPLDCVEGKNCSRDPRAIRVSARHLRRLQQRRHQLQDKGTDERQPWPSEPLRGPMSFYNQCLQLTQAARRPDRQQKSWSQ
ASAP1 GAP inh – inhibitors of human ASAP1 ArfGAP activity. Q9ULH1. ASAP1-stimulated ARF1 GTP hydrolysis, GDP FP detection. inhibition, % at 16.5 µM. hit rate 0.19% among 360,000; in the data active means inhibition above about 25%;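 further: 0% = vehicle with enzyme and substrate and 100% = no enzyme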
GAA850 FXN act – frataxin GAA850 promoter activation; HEK293 lucGAA850 FXN promoter luciferase reporter, 24 h; percent of 10 µM SAHA response; activation, % at 6 µM; hit rate 0.56% among 360,000; AID 540364;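 active means activation above the average of all compounds screened plus 3 SD, cutoff fixed separately per campaign, cut at about 7.5% in these data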;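 further: 0% = DMSO wells and 100% = 10 µM SAHA wells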
proKLK7 act – activators of human kallikrein-7 zymogen; P49862; purified proKLK7, EDANS-DABCYL substrate fluorescence; 100% is mature enzyme control, 0% vehicle; activation, % at 7 µM; hit rate 0.9% among 370,000; AID 652039;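 active means activation above the mean of all tested compounds plus 3 SD, computed per campaign excluding outliers beyond control limits, cut at about 13% in these data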
ADAM10 inh – inhibits human ADAM10 | O14672 | recombinant ADAM10, EDANS/DABCYL FRET peptide cleavage, 3 h | inhibition, % at 7 µM | hit rate 0.62% among 370,000;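 active means inhibition above a per-campaign cutoff equal to the mean of compounds falling between control-based bounds plus 3 SD, cut at about 20% in these data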;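 further: 0% = DMSO wells while the 100% control is not disclosed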
Target sequence (O14672 214-748 limits assumed): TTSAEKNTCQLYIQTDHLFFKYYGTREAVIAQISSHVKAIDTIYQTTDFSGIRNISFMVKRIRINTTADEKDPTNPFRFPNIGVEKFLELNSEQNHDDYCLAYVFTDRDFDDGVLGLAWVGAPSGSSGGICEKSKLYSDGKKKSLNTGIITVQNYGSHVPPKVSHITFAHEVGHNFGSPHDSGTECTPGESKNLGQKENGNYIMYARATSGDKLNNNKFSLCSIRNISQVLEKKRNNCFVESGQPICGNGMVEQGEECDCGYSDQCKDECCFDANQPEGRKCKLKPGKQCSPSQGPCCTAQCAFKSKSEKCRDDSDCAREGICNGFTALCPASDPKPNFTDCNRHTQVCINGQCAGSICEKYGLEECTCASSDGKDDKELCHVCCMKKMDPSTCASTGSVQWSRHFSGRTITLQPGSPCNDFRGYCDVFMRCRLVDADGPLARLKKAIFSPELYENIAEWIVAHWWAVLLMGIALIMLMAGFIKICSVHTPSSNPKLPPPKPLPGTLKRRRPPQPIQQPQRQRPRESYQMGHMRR
rCAG RNA binder – binds r(CAG) RNA repeats; r(CAG) RNA repeat, TO-PRO-1 dye displacement fluorescence; inhibition, % at 3 µM; hit rate 1.3% among 370,000; AID 651821;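 active means inhibition above the plate cutoff, the mean of all test compounds on that plate plus 3 SD, cut at about 35% in these data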;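 further: 0% = DMSO alone and 100% = 100 µM mitoxantrone as full dye displacement; higher means more dye released from RNA so lower well fluorescence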
DDE Tn6 FP inh – disrupts Tn6 cyclic peptide binding to fibrin D-Dimer-E complex. inhibition, % at 8.3 µM. Fibrin DD(E) TRITC-Tn6 fluorescence polarization displacement. P02675. hit rate 0.21% among 370,000;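 active means inhibition above a per-campaign cutoff: mean of compounds within control limits plus 3 SD, cut at about 15% in these data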;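 further: 0% = median of all compound wells on the plate and 100% = blocking peptide control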
Starred values were filed as active, the others as inactive; i = inactive; nt = no result given. Rows are unselected; 4.5% or so of the library scored in one or more.

SMILES	NPR1 activator	ARFGAP1 inh	NPR2 activator	HGIII-sPLA2 inh	ASAP1 GAP inh	GAA850 FXN act	proKLK7 act	ADAM10 inh	rCAG RNA binder	DDE Tn6 FP inh
CC(C)C[C@H](NC(=O)N1CCn2c1nc1ccccc12)C(=O)NC1CC1	1	-3	3	-1	14	0.7	-0.1	-2	-6	5
O=C(CCCN1C(=O)S/C(=C\c2ccccc2)C1=O)NNC(=O)c1ccccc1O	-5	8	-1	25*	10	-15	-0.3	1	17	-6
CCOc1ccc(NC(=O)c2ccccc2NC(=O)c2cccnc2)cc1	-10	-8	-2	3	6	-0.1	-0.5	-2	-7	-4
CCOC(=O)c1cnc2c(C(F)(F)F)cccc2c1N1CCN(C)CC1	0	12	0	-3	4	4.3	0.7	-1	-8	0
Cc1ccc(-c2nnn(CC(=O)N(c3ccccc3)C(C(=O)NCC3CCCO3)c3cccs3)n2)o1 (stereo not drawn)	-2	18	0	2	7	1.7	0.4	13	-1	0
Cc1nn(C(C)C(=O)NCc2ccccc2Cl)c(=O)c2c1sc1ccccc12 (stereo not drawn)	-6	4	-9	4	5	-2.6	0.5	-17	-5	2
COc1ccc(C)cc1N(CC(=O)Nc1ccc(S(=O)(=O)N2CCOCC2)cc1)S(C)(=O)=O	-1	1	1	-11	-3	-1.0	0.6	3	2	-5
O=C(O)c1ccc2c(c1)C(=O)N(NC(=O)c1ccccc1)C2=O	5	2	3	2	7	-0.2	-0.2	2	1	-4
CC1CCc2c(sc(NC(=O)COC(=O)c3ccccc3NCc3ccco3)c2C#N)C1 (stereo not drawn)	3	5	2	-4	8	-2.2	0.8	-48	8	2
O=C(NCC(c1ccco1)N1CCN(c2ccc(F)cc2)CC1)c1cccs1 (stereo not drawn)	-1	1	5	8	-10	0.4	-0.2	-11	-7	8
Cc1cc(NC(=O)CCSc2ccc(Cl)cc2)no1	-2	0	4	3	2	0.8	-0.4	3	-6	-5
Cc1ccc(C(=O)NCC(=O)OCC(=O)Nc2ncc(C(F)(F)F)cc2Cl)cc1	4	-12	0	-2	7	4.1	0.2	-15	1	-2
CCC(=O)NNc1cc(=O)c2c(=O)n(C)c(=O)n(C)c2[nH]1	-1	-2	2	3	-3	-2.8	0.1	2	0	-3
COc1ccc(-c2noc(CCC(=O)N(C)c3cccc(C)c3)n2)cc1	-3	-4	-6	-6	1	1.0	0.5	14	-10	-3
CCOC(=O)c1csc(NC(=O)C2CCCN(S(=O)(=O)c3cccs3)C2)n1 (stereo not drawn)	3	nt	-1	2	nt	nt	-0.2	-4	2	4
Cc1cc(C)c(NC(=O)CN(C2CCCCC2)C2CCCCC2)c(C)c1	-6	5	-4	-2	1	2.8	0.4	8	-5	-9
O=[N+]([O-])c1csc2ccccc12	-2	-12	-2	5	-9	0.0	-0.2	-4	1	-1
C=CCn1nnnc1SCC(=O)Nc1ccccc1C(=O)OC	4	1	2	-10	-8	0.7	0.2	-2	-2	-7
Cc1ccc2onc(CC(=O)O)c2c1	2	-8	9	1	4	2.5	0.5	0	0	0
Cc1cc2c(cc(C(=O)OC(C(=O)NCc3ccco3)C(C)C)n2C)o1 (stereo not drawn)	-3	10	0	-28	-15	1.1	0.8	-5	-5	3
CCOC(=O)C1CCCN(C(=O)c2ccc3ncsc3c2)C1 (stereo not drawn)	-3	1	-1	0	9	2.0	-1.3	-4	0	1
Cc1nc2ccccc2c(=O)n1NC(=O)c1ccc(F)cc1Cl	1	3	3	1	-10	1.2	0.2	6	2	9
O=C(NNC(=O)c1cccs1)c1ccc([N+](=O)[O-])cc1	1	-5	1	2	-6	nt	0.2	8	-1	-2
O=C(NC1CCCCC1)C(c1ccco1)N(C(=O)c1csnn1)C1CCCC1 (stereo not drawn)	1	1	0	-3	-8	0.1	-0.3	5	1	4
Nc1ccc2c(c1)N1CCN=C1S2	-1	3	-6	1	6	-0.6	-0.1	6	3	-1
CCOC(=O)C1C(=O)C=C(c2ccc(C)cc2)CC1c1ccccc1 (stereo not drawn)	2	12	-4	-3	5	1.5	0.7	7	-4	-3
CSc1ccc(Cl)c(C(=O)N2CCN(CC(=O)N3CCCC3)CC2)c1	2	-3	1	8	8	0.8	-0.2	-10	3	1
N#C/C(=C\c1ccc(-c2ccccc2[N+](=O)[O-])o1)C(=O)Nc1nc(-c2cccs2)cs1	2	-1	1	-6	4	2.1	-0.3	10	50*	-3
Nc1ccccc1OCP(=O)(c1ccccc1)c1ccccc1	-4	3	-4	11	5	-0.3	-0.1	-4	-2	3
CC(C)Cn1c(S(=O)(=O)O)nc2ccccc21	1	-8	1	4	4	1.1	0.0	-3	-3	5
CC1CN(C(=O)CNC(=O)COc2ccccc2)CC(C)O1 (stereo not drawn)	-2	-7	-1	4	0	0.0	-0.6	-11	-3	1
C/C(N)=C(/C#N)C(=O)CSc1nnc(NC(C)C)s1	1	-10	4	-5	1	1.2	0.5	3	7	3
Cc1ccc(S(=O)(=O)n2nccc2-c2c(-c3ccc(Cl)cc3)noc2C)cc1	-16	5	-11	-4	-8	0.6	0.3	4	-1	-3
O=C(NCC(=O)N1CCOCC1)c1ccc(Br)cc1	-1	-2	2	-1	4	0.5	0.0	-7	-4	9
Cc1cccc(C(C)C)c1NC(=O)c1ccc(CN(c2ccccc2)S(=O)(=O)c2ccccc2)cc1	-3	-4	3	-8	2	4.4	0.2	1	3	-2
CCCCCn1cnc2sc(-c3ccccc3)cc2c1=O	-7	-1	-14	-2	2	3.6	0.2	3	-3	5
CCn1c(C)nc2cc(-c3nnc(-c4c(-c5ccccc5)noc4C)o3)ccc21	11	-1	11	-17	12	4.1	-0.2	1	1	-2
c1ccc(-n2cnc3cc(NCc4cccs4)ccc32)cc1	-10	-2	3	2	-9	-9.8	0.3	-80	-1	-11
Cc1ccc(CNC(=O)C2(S(=O)(=O)c3ccc(C)cc3)CC2)cc1	2	0	2	1	-11	1.3	0.1	4	-4	-4
Cc1nn(Cc2ccccc2Cl)c(C)c1NC(=O)/C=C/c1cnn(C)c1	3	-6	0	3	-7	-2.9	-0.2	-3	-6	-2

Gathered by group: the entries above with an aryl thioether with sulfur outside any ring (four)
SMILES	NPR1 activator	ARFGAP1 inh	NPR2 activator	HGIII-sPLA2 inh	ASAP1 GAP inh	GAA850 FXN act	proKLK7 act	ADAM10 inh	rCAG RNA binder	DDE Tn6 FP inh
Cc1cc(NC(=O)CCSc2ccc(Cl)cc2)no1	-2	0	4	3	2	0.8	-0.4	3	-6	-5
C=CCn1nnnc1SCC(=O)Nc1ccccc1C(=O)OC	4	1	2	-10	-8	0.7	0.2	-2	-2	-7
CSc1ccc(Cl)c(C(=O)N2CCN(CC(=O)N3CCCC3)CC2)c1	2	-3	1	8	8	0.8	-0.2	-10	3	1
C/C(N)=C(/C#N)C(=O)CSc1nnc(NC(C)C)s1	1	-10	4	-5	1	1.2	0.5	3	7	3

Additional records:
SMILES	NPR1 activator	ARFGAP1 inh	NPR2 activator	HGIII-sPLA2 inh	ASAP1 GAP inh	GAA850 FXN act	proKLK7 act	ADAM10 inh	rCAG RNA binder	DDE Tn6 FP inh
Cc1ccc(/C=C2/N=C(c3ccccc3)NNC2=O)cc1	1	5	-4	-12	-2	0.8	0.1	-9	2	-2
CCc1nc2ccc(C(=O)Nc3ccc(OC)c(OC)c3)cn2c1N(C)CCC(C)C	-2	2	3	-6	1	0.4	-0.9	4	0	1
O=C(NC1CCCC1)C(c1ccc(F)cc1)N1CCC(O)(c2ccc(Cl)cc2)CC1 (stereo not drawn)	-6	7	0	2	-8	nt	-0.7	2	-2	-2
Nc1ccc(-c2nc3ncccc3o2)c(O)c1	-2	-13	0	5	0	6.0	21*	i	5	-10
O=C(Cc1ccccc1)N1CCC(C(=O)N2CCN(c3ccc(F)cc3)CC2)CC1	3	-7	5	-5	-1	-1.0	0.3	-11	-4	-5
COc1ccc(-c2nc(NC(=O)Cn3c(=O)oc4ccccc43)sc2C)cc1	-3	-1	1	6	-10	-0.9	0.0	0	5	7
Cc1noc(C)c1CSc1nc2ccccc2c(=O)n1-c1ccc(F)cc1F	-9	16	-1	-2	2	-3.6	0.3	11	-3	-14
O=C(CCn1nc(-c2ccccc2)c2ccccc2c1=O)NCC1CCCO1 (stereo not drawn)	-2	4	-1	4	0	1.5	-0.7	-7	-4	1
Cc1ccc(C)c(NC(=O)CS(=O)(=O)c2c[nH]c3ccccc23)c1	-11	-2	-12	-11	-9	-0.6	-0.3	11	5	-6
O=C(CSc1ncnc2c1cnn2-c1cccc(Cl)c1)NCC1CCCO1 (stereo not drawn)	2	3	-3	-6	1	0.6	0.1	-4	-6	8
CCN1CCN(CCCNC(=O)CCC(=O)N2CC(C)Oc3ccc(C)cc32)CC1 (stereo not drawn)	-2	-2	6	0	-2	-1.2	-0.1	-4	1	2
COc1cccc(CNC(=O)COc2ccc(C(=O)c3ccccc3)cc2)c1	-4	-2	-16	-7	4	-0.6	0.9	-1	-2	8
CCn1c(SCC(=O)Nc2nccs2)nnc1C1CC1	2	1	-3	1	-9	-0.6	-0.2	-8	-4	-6
O=C1CSC(c2cccnc2)N1c1ccccc1 (stereo not drawn)	-3	5	-4	3	1	0.8	-0.2	2	-2	-9
Cc1ccc(S(=O)(=O)c2cc(Nc3ccccc3)ccc2O)cc1	2	9	-3	0	-1	0.3	0.0	-7	15	-3
Cc1ccc2c(c1)/C(=N/O)CCS2	5	-2	-3	-8	1	-0.5	-4.3	-3	6	1
CCCN(C(=O)c1cccc(S(=O)(=O)N2CCN(Cc3ccccc3)CC2)c1)C1CCS(=O)(=O)C1 (stereo not drawn)	1	10	5	-5	-9	0.2	0.3	-3	-10	5
CCC(=O)N1c2ccc(S(=O)(=O)CCC(=O)N3CCn4c3nc3ccccc34)cc2CC1C (stereo not drawn)	5	4	0	5	2	0.1	0.3	11	1	6
COc1ccccc1CNC(=O)COC(=O)c1sc(C)nc1C	1	-10	2	8	4	0.6	-0.3	-7	-3	8
O=C(COC(=O)c1ncc(Cl)c(Cl)c1Cl)NCc1cccs1	-3	0	-7	0	6	-1.3	0.0	-1	-1	1
COCCCNC(=O)COc1ccc(-c2nccc(-c3ccccn3)n2)cc1	-3	15	-8	1	-2	-4.1	0.0	16	-8	-3
O=C(COc1ccc2ccc(=O)oc2c1)NC(Cc1ccc(Cl)cc1)C(=O)O (stereo not drawn)	2	-1	-2	1	-12	0.7	0.9	-168	7	0
O=C(NC1CCCN(Cc2ccc(Cl)cc2)C1)c1c(F)cccc1F (stereo not drawn)	0	-4	0	1	9	-1.3	0.3	14	-5	-4
NS(=O)(=O)c1ccc(Nc2c([N+](=O)[O-])cncc2[N+](=O)[O-])cc1	-2	2	2	5	-4	0.6	-0.3	0	3	5
CC(=O)c1cc(C#N)c(N2CCCCC2)nc1C	3	3	-4	-2	1	2.2	0.4	-10	-5	9
COc1ccc(CC(=O)Nc2ncc([N+](=O)[O-])s2)cc1OC	-1	2	3	-2	-11	1.6	1.1	-10	20	0
O=C(CCS(=O)(=O)Cc1ccccc1)NCCc1ccccc1	-2	5	1	3	16	0.7	0.7	2	-1	3

Screening results as filed in PubChem BioAssay.
